From PubChem
rTrxR1 inhibitor – qHTS Assay for Inhibitors of Mammalian Selenoprotein Thioredoxin Reductase 1 (TrxR1): qHTS; Thioredoxin reductase 1, cytoplasmic (Rattus norvegicus), O89049; recombinant rTrxR1, NADPH fluorescence consumption, selenite substrate; Potency, µM (top dose mostly 114 µM), for inactives: at the highest dose activity change, negative = inhibition, actives largely listed as inhibitors; 390,000 tested, 1% active; AID 588453, 2011; note: % is set by controls: 0 for no effect and ±100 for the full control effect; nearly all actives have a fitted effect of over 65% in size
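Rat TrxR1 (90 nM in the dispensed reagent) was pre-reduced with 400 uM NADPH for 5 min at room temperature, then incubated with compound for 15 min. After 400 uM selenite was added, NADPH fluorescence (Ex 340/Em 450 nm) was followed for 8 min.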
Tb PGK inh – qHTS Assay to Find Inhibitors of Phosphoglycerate Kinase; Phosphoglycerate kinase, glycosomal (Trypanosoma brucei brucei), P07378; PGK/GAPDH coupled, Kinase-Glo luminescence, 60 min; Potency, µM (highest dose often 57.5 µM), for inactives: top-dose activity change, negative = inhibition, usual class: inhibitors; 380,000 tested, 0.043% active; AID 602233, 2012; note: % is set by controls: 0 for no effect and ±100 for the full control effect; nearly all actives have a fitted effect of over 60% in size
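Luminescent ATP detection (Kinase-Glo Plus) follows a 60-minute room-temperature incubation, with wells lacking PGK as controls. Buffer: 100 mM TEA (pH 7.6), 5 mM MgCl2, 0.01% Tween-20. Coupling enzyme GAPDH (100 nM final) supplies unstable 1,3-BPG in-well.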
GLS inh – qHTS for Inhibitors of Glutaminase (GLS); Potency, µM (series often up to 45.5 µM), for the others: at the top dose activity change, negative = inhibition, most hits filed as inhibitors; GLS enzymatic activity, qHTS titration; AID 624170, 2012; 410,000 tested, 0.21% active; Glutaminase kidney isoform, mitochondrial (Homo sapiens), O94925; note: % is set by controls: 0 for no effect and ±100 for the full control effect
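Compounds were pin-transferred onto hKGA, after which L-glutamine (1 mM solution) and a detection mix of glutamate oxidase, HRP and Amplex Red were added. Initial and 30 min RT fluorescence reads were collected.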
ERG Ets-DNA blk – qHTS for Small Molecule Inhibitors of the ERG Ets/DNA interaction; Potency, µM (top dose mostly 76.9 µM), for the others: top-dose FP activity, negative = inhibition, usual class: inhibitors; AID 624246, 2012; fluorescence polarization, His-ERG Ets domain / labelled DNA; 370,000 tested, 0.028% active; active = well fitted inhibition curve with a large enough effect in the polarisation, with a control signal flat; inconclusive = small, poorly fitted or top-dose-only effect, or effect the other way, or a change in a side signal; inactive = no such curve, though single readings can be large or run the other way; the % refers to the polarisation;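 note: polarization taken with two DNA probes labelled with fluorescein and Texas red; % of control where 0% means no effect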
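His-tagged ERG Ets domain (1 uM in the protein solution; 300mM KCl, 50mM Tris-HCl, 1mM EDTA, 1mM DTT, pH 7.5) received compound, then a probe mix of 5 nM fluorescein-DNA and 100nM Texas-615-DNA. Fluorescence polarization was read for both dyes.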
Pin1 inhibitor – qHTS Assay to Find Inhibitors of Pin1; Peptidyl-prolyl cis-trans isomerase NIMA-interacting 1 (Homo sapiens), Q13526; Pin1 FP peptide displacement, HiFluor488, 10 min; Potency, µM (series often up to 115 µM), without a hit: at the highest dose activity, negative = inhibition, actives largely listed as inhibitors; 390,000 tested, 0.009% active; AID 504891, 2011; active = well fitted inhibition curve with a large enough effect in the polarisation, with a control signal flat, not every such curve was filed as active; inconclusive = small, poorly fitted or top-dose-only effect, or effect the other way, or a change in a side signal; inactive = no such curve, though single readings can be large or run the other way; the % refers to the polarisation; note: % is set by controls: 0 for no effect and ±100 for the full control effect
Target sequence (Q13526 whole entry, looked up): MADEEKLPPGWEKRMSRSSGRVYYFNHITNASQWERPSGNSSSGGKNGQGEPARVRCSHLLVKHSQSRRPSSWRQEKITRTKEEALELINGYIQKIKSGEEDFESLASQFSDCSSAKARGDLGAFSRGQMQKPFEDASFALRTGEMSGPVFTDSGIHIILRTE
12-LOX inh – Primary qHTS assay for inhibitors of human arachidonate 12S-lipoxygenase (ALOX12): Round 2 | Polyunsaturated fatty acid lipoxygenase ALOX12 (Homo sapiens), P18054 | purified 12hLO, xylenol orange hydroperoxide absorbance | Potency, µM (doses to about 108 µM), for the others: at the highest dose activity change, negative = inhibition, actives largely listed as inhibitors | 580,000 tested, 1.1% active | AID 1671190, 2021; note: % is set by controls: 0 for no effect and ±100 for the full control effect
Target sequence (P18054 whole entry, looked up): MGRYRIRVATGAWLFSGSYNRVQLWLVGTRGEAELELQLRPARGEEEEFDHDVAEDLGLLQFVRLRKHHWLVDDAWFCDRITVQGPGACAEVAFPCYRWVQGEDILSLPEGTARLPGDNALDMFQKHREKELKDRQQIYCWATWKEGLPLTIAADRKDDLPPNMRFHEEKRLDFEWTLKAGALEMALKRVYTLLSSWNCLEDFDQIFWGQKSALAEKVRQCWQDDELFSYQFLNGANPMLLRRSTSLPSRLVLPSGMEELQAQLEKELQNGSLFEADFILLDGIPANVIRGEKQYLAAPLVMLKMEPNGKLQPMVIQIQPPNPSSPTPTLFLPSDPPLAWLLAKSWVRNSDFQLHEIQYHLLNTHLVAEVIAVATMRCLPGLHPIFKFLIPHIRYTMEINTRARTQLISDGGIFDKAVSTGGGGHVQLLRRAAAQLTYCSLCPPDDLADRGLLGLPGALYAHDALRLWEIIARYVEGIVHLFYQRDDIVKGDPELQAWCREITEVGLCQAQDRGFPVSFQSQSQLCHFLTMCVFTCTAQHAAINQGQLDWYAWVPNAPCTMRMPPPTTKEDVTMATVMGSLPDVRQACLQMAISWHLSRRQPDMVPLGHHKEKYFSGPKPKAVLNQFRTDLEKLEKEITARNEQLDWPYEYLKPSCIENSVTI
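Purified human 12hLO (150 nM final) in 25 mM Hepes, 0.01% Triton X-100, pH 7.0 was preincubated 15 min at room temperature with compound. Then 40 uM arachidonic acid was added, 30 min. Hydroperoxide was read by Fe-XO absorbance ratio 573/405 nm.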
HP1b binding inh – HTS for Inhibitors of HP1-beta Chromodomain Interactions with Methylated Histone Tails | Potency, µM (highest dose often 114 µM), without a hit: top-dose activity change, negative = inhibition, most hits filed as inhibitors | AlphaScreen HP1-beta / biotin-H3K9me3 peptide binding | 390,000 tested, 0.56% active; note: nearly all actives have a fitted effect of over 70% in size; inactives centre near 23
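Compound inhibition of the preformed complex between 50 nM HP1-beta and 50 nM biotinylated H3K9me3 peptide was read by AlphaScreen. Buffer was PBS pH 7.4 with 0.01% Tween-20. Incubations ran 30 min at room temperature, with 10 ug/mL donor/acceptor beads.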
JMJD2A Tudor inh – qHTS Assay for Inhibitors of JMJD2A-Tudor Domain; Lysine-specific demethylase 4A (Homo sapiens), O75164; AlphaScreen JMJD2A-Tudor / H3K4me3 peptide binding; Potency, µM (top dose mostly 114 µM), inactives show at the highest dose activity change, negative = inhibition, actives largely listed as inhibitors; 390,000 tested, 4.4% active; AID 504339, 2011; note: % is set by controls: 0 for no effect and ±100 for the full control effect; nearly all actives have a fitted effect of over 50% in size
RGS4 inhibitor – Inhibitors of Regulator of G Protein Signaling (RGS) 4: qHTS; 390,000 tested, 0.039% active; Transcreener GDP fluorescence polarization, RGS4-accelerated GTP hydrolysis; Potency, µM (top dose mostly 114 µM), without a hit: top-dose activity change, negative = inhibition, actives largely listed as inhibitors; note: % is set by controls: 0 for no effect and ±100 for the full control effect; nearly all actives have a fitted effect of over 75% in size; some results filed as inactive show a strong effect at the top dose
Target sequence (P49798 whole entry, looked up): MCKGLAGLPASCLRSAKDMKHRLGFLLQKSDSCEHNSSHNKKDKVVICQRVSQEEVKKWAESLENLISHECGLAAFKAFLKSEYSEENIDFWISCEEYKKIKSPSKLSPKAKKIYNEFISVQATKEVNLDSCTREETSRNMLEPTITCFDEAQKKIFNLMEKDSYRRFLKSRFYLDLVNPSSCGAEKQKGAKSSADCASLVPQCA
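MLSMR compounds (23 nl, pin-transferred) preincubated 10 min at room temperature with a 500nM (2x) first reagent, then RGS4 at 900nM (2x) plus Transcreener GDP mix added; fluorescence polarization (620/688 nm) read before and after 90 min at 30 °C.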
* marks the source's active call; other numbers are inactive results; i = inactive; ? = inconclusive; nt = not tested or not shown; [ ] = remark or other dose. Unless noted, calls come from the whole dose curve; as a rule, active = well fitted curve in the direction sought with a large enough effect; inconclusive = small, poorly fitted or top-dose-only effect, or another doubt; inactive = no such curve, though single readings can be large; an effect the other way counts as inactive or inconclusive. Potency is the fitted concentration of half-maximal effect. This is a subset. The share of hits here may be higher or lower than overall.

rTrxR1 inhibitor,Tb PGK inh,GLS inh,ERG Ets-DNA blk,Pin1 inhibitor,12-LOX inh,Compound,HP1b binding inh,JMJD2A Tudor inh,RGS4 inhibitor
12%[57.1 µM],7%,-3%,-10%,-10%,2%,COc1ccc(CCNc2ncnc3c2nnn3Cc2ccccc2)cc1,44%[activator],-17%,-26%
14%,3%,1%,10%,1%,5%[57.4 µM],CCOc1ccc(CCNC(=O)C2CCN(c3nnc(-n4cccc4)s3)CC2)cc1,19%,-14%,9%
25%,-10%,0%,6%,-5%,-14%,COc1cc2c(C(=O)N3CCN(c4ccccc4F)CC3)cn(C)c(=O)c2cc1OC,30%,-14%,-27%
-12%,i,-7%,11%,-2%,0%,COCCNC(=O)/C(C#N)=C/C=C/c1ccccc1,28%,-6%,-20%
?,2%,14%,-3%,-9%,?,Cc1ccccc1NC(=S)NNC(=O)c1csc2c1CCC(C)C2 (stereo unspecified),-6%,-19%,-8%
9%,-1%,6%,-7%,1%,35%[activator],COC(=O)N/N=C/c1cc(Cl)c(OCc2ccc(F)cc2)c(OC)c1,11%,-4%,-1%
3%[57.1 µM],-11%,11%,17%,7%,23%,Oc1c(C(c2cccs2)N2CCN(c3cccc(Cl)c3)CC2)sc2ncnn12 (stereo unspecified),-3%,?,-13%
-2%,-9%,2%,8%,15%,-6%,O=C(c1ccc(N2CCN(C(=O)c3ccccc3)CC2)cc1)c1cccc(F)c1,28%,-4%,-3%
12%,-2%[11.5 µM],0%,nt,-7%,-21%,COc1cc(C(=O)OCCN2CCOCC2)cc(OC)c1OC,17%,?,7%
-18%,-5%,30%,10%,-3%,?,COc1ccc(N2CCN(C3CCCN(C(=O)CN4CCOC4=O)C3)CC2)cc1 (stereo unspecified),29%,-10%,2%
-7%,9%,0%,-4%,-6%,3%,O=[N+]([O-])c1ccccc1S(=O)(=O)n1nnc2ccccc21,24%,-27%,25%
21%,-4%,-1%,1%,9%,-21%,COc1cc(NC(=O)c2ccc(S(=O)(=O)N(C)c3ccccc3OC)cc2)cc(OC)c1,15%,-17%,-23%
23%,-6%,-3%,3%,-3%,-12%,CN(C(=O)Cn1cnc2sccc2c1=O)C1CCCCC1,18%,-14%,2%
0%,2%,?,1%,0%,3%,Cc1ccc(NC(=O)CSc2nnc(-c3ccncc3)n2C)cc1C,33%,-14%,21%
-1%,i,5%,8%,2%,10%,O=C1CNC(=S)N1CCc1ccccc1Cl,36%[activator],-9%,-36%
-16%,0%,24%,4%,-3%,?,O=C(CSc1ncccn1)c1ccccc1Br,-3%,-24%,-35%
24%,-8%,2%,8%,-11%,?,O=C(O)c1nnn(-c2cccc(C(F)(F)F)c2)c1-c1ccccc1,31%,-23%,5%
18%,-9%,?,6%,-2%,-21%,C=CC[C@H](CC(=O)NCCO)C(=O)N[C@H](COC(=O)[C@@H](CC=C)Cc1ccc(F)cc1)c1ccccc1,24%,6%,-4%
5%,-3%,14%,-3%,0%,-14%,O=[N+]([O-])c1ccc(N2CCN(c3ccc(F)cc3)CC2)cn1,?,-22%,13%
12%,i,18%,10%,10%,-21%,O=C(COc1ncnc2sccc12)N1CCN(c2ccccc2)CC1,50%[activator],17%,-31%
10%,-8%,0%,1%,4%,-7%,CC(=O)c1cnn(-c2cc(Oc3cccc(C)c3)ncn2)c1C,49%[activator],10%,-12%
23%,-1%,17%,2%,1%,10%,O=C(Nc1ccccc1N1CCCCC1)c1ccc(OC(F)F)cc1,20%,22%,5%
-21%,8%,3%,5%,16%,-6%,CCOc1ccc(C(=O)Nc2nnc(S(=O)(=O)N(C)Cc3ccco3)s2)cc1,29%,-10%,-20%
6%,-2%,14%,4%,-6%,?,Cc1ccc(CNC(=O)c2ccccc2NS(=O)(=O)c2ccc(Cl)nc2)cc1,42%[activator],7%,-1%
20%,i,-11%,10%,1%,0%,COc1cccc(NC(=O)CSCc2cc(=O)n3nc(C4CC4)sc3n2)c1,44%[activator],-24%,8%[56.9 µM]

Continuation:
rTrxR1 inhibitor,Tb PGK inh,GLS inh,ERG Ets-DNA blk,Pin1 inhibitor,12-LOX inh,Compound,HP1b binding inh,JMJD2A Tudor inh,RGS4 inhibitor
11%,0%,-16%,-5%,2%,-29%,COc1ccc(NC(=O)CSc2nnnn2-c2ccc(F)cc2)cc1,-14%,-17%,15%
2%,-3%,5%,-2%,-7%,3%,O=C(CSc1nnnn1-c1cccnc1)Nc1ccccc1F,-4%,-9%,8%
4%,-6%,?,-2%,-2%,14%,O=C(Cc1c(F)cccc1Cl)N/N=C/c1cccs1,39%[activator],-10%,18%
-10%[57.1 µM],-3%,-2%,4%,-2%,0%,c1ccc(-c2ccccc2-n2cnnn2)cc1,35%,-10%,15%
11%,10%,18%,1%,1%,-14%,Cc1c(NC(=O)CN2C(=O)NC(C)(c3ccc(OC(F)F)cc3)C2=O)c(=O)n(-c2ccccc2)n1C (stereo unspecified),20%,0%,14%
14%[57.1 µM],-4%,0%,-2%,2%,?,CC(=O)NC(c1ccc(Cl)cc1)c1c(O)ccc2ccc(O)cc12 (stereo unspecified),4%,-34%,-32%
13%,i,7%,0%,-7%,6%,CCOC(=O)/C(C(N)=NCc1ccco1)=C(/O)c1ccccc1,6%,?,-1%
?,-8%,-4%,-5%,2%,-2%,O=C1CCCN1CCCNS(=O)(=O)c1ccc(Br)s1,33%,-2%,-4%
5%,-6%,-7%,0%,4%,3%,COCCNc1nnc(SCC(=O)N(C)c2c(N)n(Cc3ccccc3)c(=O)[nH]c2=O)s1,24%,-10%,-46%
8%,-10%,4%,nt,23%,-5%,CCS(=O)(=O)N1Cc2ccccc2CC1C(=O)Nc1nc2ccc(F)cc2s1 (stereo unspecified),17%,-22%,-20%
13%,-12%,11%,7%,0%,-21%,Cc1ccc(NC(=O)Nc2ccc3oc(C)nc3c2)cc1,41%[activator],-15%,-28%
-3%[57.1 µM],-7%,1%,-8%,4%,1%,O=C(COC(=O)/C=C/c1ccc(F)cc1)Nc1ccccc1-c1ccccc1,9%,-10%,-20%
31%,0%,-1%,-10%,1%,1%,COc1ccc([C@@H]2[C@@H]3C(=O)N(C(C)(C)C)C(=O)[C@@H]3[C@]3(Cc4ccc(Cl)cc4)C(=O)N(c4cccc(Br)c4)C(=O)N23)cc1,22%,-22%,2%
?,-5%,31%[activator],4%,-10%,?,Oc1c(Br)cc(C2N=C(c3ccccc3Cl)NO2)cc1Br (stereo unspecified),?,40µM*,9%
3%,-15%,-2%,-1%,2%,-20%,COC1=C(Nc2ccc(C)cc2)C(=O)c2ccccc2C1=O,16µM*,10µM*,-11%
-6%,1%,17%,5%,3%,?,Cc1ccc(C(=O)c2c(NC(=O)CSc3nnc(N)s3)sc3c2CCCC3)cc1,-24%,?,-20%
-26%,-1%,-6%,6%,-1%,?,O=C1NC(c2ccc(-c3ccccc3[N+](=O)[O-])o2)C(C(=O)c2ccc(F)cc2)C(O)(C(F)(F)F)N1 (stereo unspecified),-15%,-35%,-22%
-4%,1%,?,0%,-4%,-1%,COCCNC(=O)C1CCC(Cn2c(=S)[nH]c3ccccc3c2=O)CC1 (stereo unspecified),47%[activator],79µM*,15%
3%[57.1 µM],3%,18%,0%,-12%,-23%,Cc1ccc(NC(=O)COC(=O)CCNS(=O)(=O)c2ccc(C)c(C)c2)cc1,11%,-13%,16%
?,-5%,3%,18%,-1%,1%,C[C@@H]1C=C(C(=O)N2CCN(Cc3ccc4c(c3)OCO4)CC2)O[C@H](OCCCCO)C1,29%,1%,-6%

Compound profiles, from the list above. Values in the order: rTrxR1 inhibitor	Tb PGK inh	GLS inh	ERG Ets-DNA blk	Pin1 inhibitor	12-LOX inh	HP1b binding inh	JMJD2A Tudor inh	RGS4 inhibitor
COCCNC(=O)/C(C#N)=C/C=C/c1ccccc1 is entered as -12%	i	-7%	11%	-2%	0%	28%	-6%	-20%
C[C@@H]1C=C(C(=O)N2CCN(Cc3ccc4c(c3)OCO4)CC2)O[C@H](OCCCCO)C1 is entered as ?	-5%	3%	18%	-1%	1%	29%	1%	-6%
